NSD2 inh: NSD2 histone methyltransferase inhibitors, primary screen, biochemical, AlphaScreen, single concentration, set 2; Histone-lysine N-methyltransferase NSD2 (Homo sapiens), O96028; inhibition, % at 12.5 µM; NSD2 peptide methylation, 120 min; 0.54% of 310,000 active; in the data active = inhibition above about 50%
Target sequence (O96028 whole entry, looked up): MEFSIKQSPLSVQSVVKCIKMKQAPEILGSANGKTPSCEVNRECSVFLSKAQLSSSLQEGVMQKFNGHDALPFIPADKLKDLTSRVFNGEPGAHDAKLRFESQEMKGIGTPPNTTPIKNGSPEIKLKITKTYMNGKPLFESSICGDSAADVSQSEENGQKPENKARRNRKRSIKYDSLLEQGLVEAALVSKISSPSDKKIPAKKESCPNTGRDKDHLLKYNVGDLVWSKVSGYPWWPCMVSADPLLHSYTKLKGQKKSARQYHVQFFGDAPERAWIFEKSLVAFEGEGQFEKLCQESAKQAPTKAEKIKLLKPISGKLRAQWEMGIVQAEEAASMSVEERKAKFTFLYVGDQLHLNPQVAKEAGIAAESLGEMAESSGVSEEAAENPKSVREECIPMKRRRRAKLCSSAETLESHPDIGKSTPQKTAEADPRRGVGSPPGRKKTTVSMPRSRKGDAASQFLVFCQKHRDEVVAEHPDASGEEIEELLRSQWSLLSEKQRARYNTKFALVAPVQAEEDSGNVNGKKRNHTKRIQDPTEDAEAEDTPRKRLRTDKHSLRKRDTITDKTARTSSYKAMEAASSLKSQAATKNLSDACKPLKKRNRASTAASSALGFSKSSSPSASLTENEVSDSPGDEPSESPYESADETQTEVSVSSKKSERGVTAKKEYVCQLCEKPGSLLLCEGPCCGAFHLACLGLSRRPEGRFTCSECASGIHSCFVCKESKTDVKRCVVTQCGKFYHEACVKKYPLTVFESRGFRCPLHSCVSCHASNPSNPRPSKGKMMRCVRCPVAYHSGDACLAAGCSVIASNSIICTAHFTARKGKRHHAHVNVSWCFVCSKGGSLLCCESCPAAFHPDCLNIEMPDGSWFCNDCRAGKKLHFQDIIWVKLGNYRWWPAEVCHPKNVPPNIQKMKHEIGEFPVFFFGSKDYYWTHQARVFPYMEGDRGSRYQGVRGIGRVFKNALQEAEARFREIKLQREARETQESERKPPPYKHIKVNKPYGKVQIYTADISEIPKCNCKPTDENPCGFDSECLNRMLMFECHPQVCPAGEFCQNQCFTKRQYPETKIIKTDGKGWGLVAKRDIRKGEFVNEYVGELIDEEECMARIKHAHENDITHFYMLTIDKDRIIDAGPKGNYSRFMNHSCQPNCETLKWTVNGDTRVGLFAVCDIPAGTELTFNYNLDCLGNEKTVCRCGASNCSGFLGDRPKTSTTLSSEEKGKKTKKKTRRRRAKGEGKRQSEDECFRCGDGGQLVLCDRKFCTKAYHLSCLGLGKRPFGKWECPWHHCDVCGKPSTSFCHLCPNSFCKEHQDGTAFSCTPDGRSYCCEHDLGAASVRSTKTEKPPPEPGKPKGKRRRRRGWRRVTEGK
PvdQ acylase: P. aeruginosa PvdQ acylase inhibitors, primary screen, biochemical, fluorescence, plate reader and imaging, single point; AID 488965, 2010; purified PvdQ acylase; 0.063% of 340,000 active; inhibition, % at 10 µM; in the data active = inhibition above about 30%, passing the limit was not always enough; inconclusive = no clear call, values can overlap the other calls;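 note: 0% = vehicle neutral wells and 100% = reference inhibitor wells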
SR-BI uptake up: activators of SR-BI mediated DiI-HDL uptake, primary screen, ldlA[mSR-BI] CHO cells, DiI fluorescence. 3 h; 100 = double the neutral-control signal. activation, % at 12.5 µM. 0.096% of 320,000 active;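 active = mean replicate activation of at least 60% and every replicate at or above 60%; inconclusive = mean or all-replicate condition met, but not both; inactive = mean below 60% and not all replicates reaching 60%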;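 note: 0% = median plate neutral-control signal and 100% = twice that signal; values of inactives mirror those of a sister screen read the other way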
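Assay system: CHO ldlA[mSR-BI] cells, LDL receptor-null, SR-BI overexpressing; medium: Ham's F12 with 0.5% BSA, HEPES 25 mM, pH 7.4; also added: DiI-HDL 10 µg/mL; timing: 3 h uptake period with compound, 37 °C; signal: DiI fluorescence, bottom read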
PKA-R2B activ: activators of PKA-R2B holoenzyme, primary screen, biochemical, fluorescence polarization, Cy5-IP20, human; cAMP-dependent protein kinase catalytic subunit beta (Homo sapiens) + cAMP-dependent …; PKA-R2B holoenzyme dissociation; R2B truncated from residue 108, S112A mutant; 0% DMSO only, 100% 113 µM cGMP; activation, % at 11.4 µM; 0.079% of 340,000 active; AID 504700, 2011;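 active = activation above a cutoff set at the mean over all compounds plus 3 SD, cut at about 18% in these data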;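 note: higher means more holoenzyme dissociation and a rise in polarization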
DAGLB inh: DAGLB lipase inhibitors, primary screen, biochemical, fluorescence, HTS; HEK293T DAGLB membrane lysate, EnzChek fluorogenic substrate; inhibition, % at 5.17 µM; 0.059% of 340,000 active; in the data active = inhibition above about 34%;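 note: 0% = enzyme with vehicle and 100% = wells lacking enzyme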
SR-BI DiI inh: inhibitors of SR-BI mediated HDL lipid uptake, primary screen, ldlA[mSR-BI] cells, fluorescence, single point | AID 488896, 2010 | 0.96% of 320,000 active | inhibition, % at 12.5 µM | ldlA[mSR-BI] CHO cells, DiI-HDL uptake fluorescence, 3 h | Scavenger receptor class B member 1 (Mus musculus), Q61009;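 active = mean replicate inhibition of at least 70% and a set share of replicates each scoring 70 or more; inconclusive = meets just one of the two criteria; inactive = fails both criteria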;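 note: 0% = median of neutral control wells and 100% = median of positive control wells; values of inactives mirror those of a sister screen read the other way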
Keap1-Nrf2 PPI: Keap1-Nrf2 protein-protein interaction inhibitors, primary screen, biochemical, fluorescence polarization, single point. Keap1 Kelch-Nrf2 peptide fluorescence polarization, 1536-well. Kelch-like ECH-associated protein 1 (Homo sapiens), Q14145. inhibition, % at 9.4 µM. 0.15% of 340,000 active. AID 504523, 2011; in the data active = inhibition above about 12%; inconclusive = no clear call, values can overlap the other calls; inactive = below about 7.3%;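 note: human Keap1 Kelch domain with fluorescein labeled Nrf2 9mer peptide probe; 0% = neutral control wells and 100% = peptide positive control; higher means more block of Keap1 binding to Nrf2 peptide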
Arrestin-AP2 inh: inhibitors of beta-arrestin/AP2 binding, primary screen, biochemical, GPCR trafficking, flow cytometry | inhibition, % at 10 µM | 0.31% of 340,000 active | FITC-arrestin peptide / GST-AP2 beads; AP2 beta2 appendage carries R879A mutation;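 active = inhibition above a set limit, near 3 SD of compounds lacking own fluorescence, cut at about 54% in these data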;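 note: plate controls were DMSO wells for no effect and 5 µM unlabelled arrestin peptide for full effect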
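Assay system: GST-AP2 R879A bound to glutathione beads, E. coli-expressed; Medium: PBS with 0.05% Tween 20 and 0.1% BSA; Also added: fluorescein-tagged arrestin peptide at 50 nM final; Timing: 12 min plus 1 h, RT; Measured by: flow cytometry, FL1 (488/535 nm); Evaluation: percent drop in bead-associated FITC signal.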
Cardiac RTF inh: cardiac RTF calcium sensitivity inhibitors, primary screen, biochemical, IANBD-TnC fluorescence, EC70 calcium; Troponin I, cardiac muscle (Homo sapiens) + Troponin T, cardiac muscle (Homo sapiens) + …; IANBD-labeled cardiac RTF, Ca2+ fluorescence; inhibition, % at 7.15 µM; 0.12% of 340,000 active; AID 493244, 2011;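 active = inhibition above the mean inhibition of all tested compounds plus 3 SD, cut at about 17% in these data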;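 note: assay run at fixed EC70 calcium of 1.6 mM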
C-LANA FP: inhibitors of KSHV C-LANA binding to DNA, primary screen, biochemical, fluorescence polarization, FAM-LBS DNA, MBP-C-LANA, single point; Kaposi's sarcoma herpesvirus LANA C-terminal domain (residues 932-1162) DNA binding; inhibition, % at 9 µM; 0.078% of 340,000 active; AID 504423, 2011;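 active = highest replicate inhibition at or above 60% at 9 µM, even if other replicates fall short; inactive = all replicates below 60% inhibition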;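 note: 0% = neutral control wells and 100% = 4 µM acridine orange control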
* = called active by the depositor; u = inconclusive; x = no result given. Rows are unselected. About 2.1% of those tested had a hit in this group.

SMILES	NSD2 inh	PvdQ acylase	SR-BI uptake up	PKA-R2B activ	DAGLB inh	SR-BI DiI inh	Keap1-Nrf2 PPI	Arrestin-AP2 inh	Cardiac RTF inh	C-LANA FP
CCOC(=O)c1ccc(-n2c(=S)sc3c(=O)[nH]c(C)nc32)cc1	x	-4	18	-11	1	-18	1	4	-5	-0.3
Cc1ccc(S(=O)(=O)NCC(=O)OCC(=O)NC(=O)c2cccn2C)cc1	x	-4	-7	-1	2	7	-4	2	3	2.5
O=C(O)C1CSCN1S(=O)(=O)c1cccc2nsnc12 (stereo not drawn)	2	-10	7	-11	0	-7	-7	6	-13	-2.2
Cc1ccccc1NC(=O)CSCCO	-1	-15	1	0	0	-1	2	-4	-10	-0.3
O=C(CCN1C(=O)c2ccccc2C1=O)CN1CCOCC1	-4	-4	13	1	0	-13	0	2	-3	0.9
O=C(c1cc2sccc2n1Cc1ccccc1)N1CCN(c2nc3ccccc3s2)CC1	-4	-4	-19	6	3	19	-1	-5	0	3.6
CC(C)(C)NC(=O)/C=C/c1cccs1	-2	-11	12	0	0	-12	-4	2	-12	0.3
Cc1ccc(CN2C(=O)CSC(C)C2=O)cc1 (stereo not drawn)	-1	-9	-2	3	-3	2	1	16	-4	-0.1
CCn1cc(C(=O)N2CCN(c3ccc(F)cc3)CC2)c2cc(OC)c(OC)cc2c1=O	-1	-14	-11	2	2	11	5	-5	8	1.0
COc1cc(-c2nc(C)c(C(C)=O)n2O)ccc1OCC(=O)Nc1ccc(F)cc1	-1	-10	-11	-1	-1	11	1	15	3	1.7
CC(C)c1ccc(NS(=O)(=O)c2ccc3[nH]cc(C(=O)N4CCC(C(N)=O)CC4)c(=O)c3c2)cc1	3	-11	19	4	-1	-18	3	9	-2	1.8
CCN1CCN(C(c2ccc(F)cc2)c2nnnn2Cc2ccc3c(c2)OCO3)CC1 (stereo not drawn)	6	3	17	1	0	-17	-6	-11	2	-1.0
COc1ccc(Cl)cc1NS(=O)(=O)c1ccc(S(=O)(=O)N2CCCC2)cc1	-1	1	-1	2	4	1	-2	15	-7	-1.7
CC(NC(=O)c1ccc(Br)cc1)C(=O)NC1=NCCS1 (stereo not drawn)	-3	-9	13	-17	2	-13	3	4	-3	-0.3
Cc1ccc(CN2CCSc3sccc3C2=O)cc1	-1	3	-7	-15	-1	7	-3	7	-1	1.8
CCOc1ccccc1N1CCN(C(=O)c2cccc(-c3ccc(O)cc3)c2)CC1	5	2	-3	1	3	3	4	-3	-3	0.7
O=C(NCc1ccc(F)cc1)C(c1ccccc1)c1ccccc1	-5	2	-37	-2	-8	37	-2	32	2	-0.4
CC(=O)c1ccc(N2CCN(S(=O)(=O)c3ccc4c(c3)CC(=O)N4)CC2)cc1	x	-9	0	1	2	0	-6	5	-10	0.9
CCOC(=O)c1[nH]c2ccccc2c1NC(=O)C(CC)CC	x	-19	1	-10	-6	-1	-5	6	-1	-0.4
Cc1cccc(C)c1NC(=O)C(NC=O)c1ccccc1Cl (stereo not drawn)	-10	-8	x	-12	3	4	1	15	2	1.1
O=C1CC(O)(C(F)F)Oc2ccc3ccccc3c21 (stereo not drawn)	-1	0	-3	0	3	3	-1	20	-5	5.4
CCCOC(=O)Nc1ccccc1C(N)=O	0	2	9	3	-2	-9	3	26	-2	1.5
CC(C)CC(c1nnnn1CC1CCCO1)N1CCN(c2cccc(Cl)c2)CC1 (stereo not drawn)	-1	-11	-44	1	-2	44	-3	-5	-1	-0.7
CCNS(=O)(=O)c1ccc(CCC(=O)NC2CCCC2)cc1	-3	-5	35	-6	2	-35	-8	-3	-19	-1.2
Cc1cc(C)c(C2=CSC3=NS(=O)(=O)CCN23)c(C)c1	-1	2	28	-11	0	-28	0	-9	4	-1.2
O=C(CSc1nnc(-c2ccccn2)o1)Nc1ccc(F)cc1	-6	-10	-8	3	0	8	-2	-10	2	1.0
COc1ccc(N(CC(=O)Nc2cccc([N+](=O)[O-])c2C)S(C)(=O)=O)cc1OC	-2	-6	10	-8	-4	-10	-2	10	4	-1.9
CCOc1ccc(CCNC(=O)COC(=O)c2nc3nc(C)cc(C)n3n2)cc1OCC	-4	8	-20	-21	-1	20	0	17	-7	1.7
CN(C)c1ccc(C(=S)N2CCOCC2)cc1Br	-5	-3	20	-6	2	-20	2	11	4	-0.8
O=C(CCCCCNc1nc(=S)[nH]c2ccccc12)NCCc1c[nH]c2ccccc12	-1	-9	-17	10	1	17	-9	1	-2	0.7
COc1cc(/C=C(/NC(=O)c2ccccc2)C(=O)N2CCOCC2)c([N+](=O)[O-])cc1OC	-2	2	6	0	0	-6	1	0	-4	-0.4
Cc1ccc(-c2cc([C@H]3[C@@H]4C=CCC[C@@]4(C)C(=O)N3Cc3ccccc3)ccc2F)cc1	x	4	-12	-18	-13	12	-1	21	-1	1.1
Cc1ccc2nc(NC(=O)C3CCN(C(=O)c4ccc(F)cc4)CC3)sc2c1	1	-19	6	3	-1	-6	-7	-9	-6	0.1
COc1ccc(NC(=O)C2CCCN(c3c4c(nc5ncnn35)CCC4)C2)cc1 (stereo not drawn)	-4	-6	11	-2	0	-11	-4	12	-7	-0.6
CCOC(=O)C1CCN(c2ccc(C(N)=O)cc2[N+](=O)[O-])CC1	1	2	31	-7	1	-31	6	26	11	-0.6
C/C(CC(=O)Nc1cc(C)ccn1)=N\NC(=O)c1cccc(C)c1O	-2	-1	x	4	2	x	-2	0	1	1.0
CC1CCCC/C1=N\NC(=S)NCCc1ccccc1 (stereo not drawn)	4	-11	-44	0	-4	44	-6	-19	-4	-0.6
CC1CCC(C(=O)NNC(=O)c2cc(-c3ccco3)[nH]n2)CC1 (stereo not drawn)	x	-8	x	4	-2	x	-2	8	0	1.5
Cc1cccc(-n2c(O)cnc2Nc2nc(C)cc(C)n2)c1	-7	2	5	x	x	-5	-5	6	x	-0.4
C=C(C)c1cccc(C(C)(C)NC(=O)Nn2cnnc2)c1	-2	-21	12	-4	-2	-12	-2	1	-11	-0.1
O=C(NCCCCc1ccccc1)c1cccc(NC(=O)C2CC2)c1	x	16	-7	3	-6	7	-1	33	3	-0.1
COc1cccc(C(=O)/C=C/Nc2ccc(S(=O)(=O)Nc3ccc(C(C)=O)cc3)cc2)c1	2	-7	-24	1	-1	24	4	7	4	4.6
NC(=O)C1CCN(C(=O)CN(c2cccc(C(F)(F)F)c2)S(=O)(=O)c2ccccc2)CC1	x	9	26	-13	2	-26	-2	1	4	0.0
COc1cccc(N=C2SC(CC(=O)Nc3ccccc3)C(=O)N2Cc2ccccn2)c1 (stereo not drawn)	2	-11	7	-3	1	-7	1	-15	-4	-0.9
Cc1cc(NC(=O)C(C)SCC(=O)OCc2ccc(Cl)cc2Cl)no1 (stereo not drawn)	-3	-12	10	-10	-2	-10	-9	-4	-20	3.0
CCOC(=O)CC(=O)CSc1nc2c(cc1C#N)CCC2	21	-13	1	-2	-2	-1	-3	-1	-8	3.9
CC(=O)Oc1cccc(/C=N\NC(=O)C(=O)N/N=C/c2cccc(OC(C)=O)c2)c1	0	16	-4	3	-3	4	3	14	-5	-1.7
COc1ccc(C(=O)COC(=O)c2cccc(-n3cnnn3)c2)c(OC)c1	0	-14	-52	0	2	52	-1	3	-8	-0.2
COCCn1c(C)cc(C(=O)COC(=O)c2ccc(Br)o2)c1C	1	8	5	3	-3	-5	-3	18	-9	-1.0
O=C(CN1CCc2ccccc21)NC(=O)NCc1ccco1	-2	-5	-11	-2	0	11	0	-2	-4	0.0
O=C1CNC(=O)c2c(nc3n2CCC3)N1	x	-4	-1	-12	-2	1	-3	-13	2	-0.8
O=C(Nc1cccc(-c2cscn2)c1)C1CCN(Cc2ccsc2)CC1	11	5	29	-4	-2	-29	-1	14	3	-0.1
CC[C@]1(C(=O)OC)[C@H]2C(=O)N(Cc3ccccc3)C(=O)[C@H]2[C@H]2CN(C)C(=NCc3ccccc3)N21	x	-12	11	1	0	-11	-4	16	-10	0.6
COc1ccc(NC(=O)CCSCCC(=O)Nc2ccc(OC)cc2OC)c(OC)c1	0	-7	-7	-8	-2	7	-2	3	-1	-1.3
COc1cccc(OC)c1C(=O)OCCCOC(=O)c1c(OC)cccc1OC	1	-1	-22	6	-1	22	4	-1	6	-1.7
O=C(Cc1ccccc1)NCC(=O)N/N=C/c1cccnc1	-2	-4	25	5	3	-25	1	2	2	-2.9
Cn1c(C(=O)N2CCN(Cc3ccccc3)CC2)cc2c(=O)n(C)c3ccccc3c21	x	-8	-56	10	-2	56	-4	5	-1	-1.1
CCOc1ccccc1C(=O)NCCC(=O)O	-4	-7	u	-3	-4	-28	-3	-5	-1	-1.8
Cn1c(CN2CCOCC2)nnc1SCc1cccc(F)c1	-8	-3	12	6	1	-12	-1	28	0	0.8
NS(=O)(=O)c1ccc(CCNC(=O)C2CCC(Cn3c(=S)[nH]c4ccccc4c3=O)CC2)cc1 (stereo not drawn)	2	-13	-41	-5	5	41	6	-12	-5	0.0
C#CCOc1ccccc1CNc1ccccc1	7	2	-10	-19	-1	10	0	-2	3	-0.9

A run of entries of the results above:
SMILES	NSD2 inh	PvdQ acylase	SR-BI uptake up	PKA-R2B activ	DAGLB inh	SR-BI DiI inh	Keap1-Nrf2 PPI	Arrestin-AP2 inh	Cardiac RTF inh	C-LANA FP
CC[C@]1(C(=O)OC)[C@H]2C(=O)N(Cc3ccccc3)C(=O)[C@H]2[C@H]2CN(C)C(=NCc3ccccc3)N21	x	-12	11	1	0	-11	-4	16	-10	0.6
COc1ccc(NC(=O)CCSCCC(=O)Nc2ccc(OC)cc2OC)c(OC)c1	0	-7	-7	-8	-2	7	-2	3	-1	-1.3
COc1cccc(OC)c1C(=O)OCCCOC(=O)c1c(OC)cccc1OC	1	-1	-22	6	-1	22	4	-1	6	-1.7

Screening results: PubChem, several laboratories
